TRHR agonist – TRH receptor (human) agonism; TRHR cells, calcium flux fluo-8, FDSS agonist mode; activation, % at 2 µM; 360,000 tested, 0.18% active; AID 493084; in the data active = activation above about 30%; note: 0% is about no effect
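Fluo-8-loaded TRHR cells; 10 s baseline, compound added, kinetic Ca2+ fluorescence read 1/s, agonist mode.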
TrxR1 inh – rat TrxR1 inhibition | O89049 | recombinant rTrxR1, NADPH fluorescence consumption, selenite substrate | Potency, µM (series often up to 114 µM), for inactives: at the top dose activity change, negative = inhibition, usual class: inhibitors | 390,000 tested, 1% active; note: potency is the fitted concentration of half-maximal effect; % is set by controls: 0 for no effect and ±100 for the full control effect; nearly all actives have a fitted effect of over 65% in size
Target sequence (O89049 whole entry, looked up): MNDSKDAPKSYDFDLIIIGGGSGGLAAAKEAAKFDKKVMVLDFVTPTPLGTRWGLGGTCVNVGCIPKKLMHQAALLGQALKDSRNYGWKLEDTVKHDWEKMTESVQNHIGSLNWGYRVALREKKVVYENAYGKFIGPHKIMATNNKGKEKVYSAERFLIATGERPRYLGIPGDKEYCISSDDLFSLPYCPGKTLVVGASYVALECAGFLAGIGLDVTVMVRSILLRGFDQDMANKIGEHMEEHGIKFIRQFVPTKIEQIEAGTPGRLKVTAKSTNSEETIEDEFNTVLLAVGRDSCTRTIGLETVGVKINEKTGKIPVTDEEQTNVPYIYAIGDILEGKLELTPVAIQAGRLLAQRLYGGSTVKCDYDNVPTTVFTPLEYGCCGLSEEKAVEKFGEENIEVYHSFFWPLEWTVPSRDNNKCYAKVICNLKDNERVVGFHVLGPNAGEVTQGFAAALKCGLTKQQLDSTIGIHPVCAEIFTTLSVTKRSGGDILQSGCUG
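Rat TrxR1 (90 nM in the dispensed reagent) was pre-reduced with 400 uM NADPH for 5 min at room temperature, then incubated with compound for 15 min. After 400 uM selenite was added, NADPH fluorescence (Ex 340/Em 450 nm) was followed for 8 min.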
D2 antag – antagonists of human D2 dopamine receptor; P14416; 340,000 tested, 2% active; HEK293 TREx D2 cells, calcium flux, dopamine EC80; AID 485344; inhibition, % at 10 µM; in the data active = inhibition above about 30%; note: 0% is about no effect
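In this primary screen, negative modulation is detected by tracking calcium flux after an EC80 dopamine challenge in inducible HEK293 T-REx D2 cells preexposed to test compound for 180 s.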
IDH1 R132H inh – inhibitors of human mutant IDH1 R132H; O75874; IDH1-R132H enzyme, NADPH consumption, diaphorase/resazurin fluorescence; Potency, µM (top dose mostly 76.6 µM), for inactives: at the top dose activity change, negative = inhibition, usual class: inhibitors; 390,000 tested, 0.093% active; note: potency is the fitted concentration of half-maximal effect; % is set by controls: 0 for no effect and ±100 for the full control effect; nearly all actives have a fitted effect of over 65% in size
Target sequence (O75874 whole entry R132H, stated change not applied): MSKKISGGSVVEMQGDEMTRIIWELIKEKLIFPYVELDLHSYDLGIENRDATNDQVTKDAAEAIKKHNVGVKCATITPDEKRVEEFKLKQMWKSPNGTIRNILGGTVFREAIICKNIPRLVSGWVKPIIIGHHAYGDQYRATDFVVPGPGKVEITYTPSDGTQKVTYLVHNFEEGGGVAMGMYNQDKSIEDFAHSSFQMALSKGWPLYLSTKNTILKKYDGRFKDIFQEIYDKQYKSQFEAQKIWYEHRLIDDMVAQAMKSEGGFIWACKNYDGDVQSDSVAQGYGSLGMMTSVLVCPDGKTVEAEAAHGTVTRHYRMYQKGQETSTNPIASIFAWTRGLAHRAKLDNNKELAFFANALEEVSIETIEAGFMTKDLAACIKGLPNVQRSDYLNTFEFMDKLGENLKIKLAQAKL
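IDH1-R132H (0.5 ug/mL dispensed) in pH 7.5 Tris buffer was preincubated 30 min with compound, then given a substrate mix of 0.016 mM NADPH and 2 mM alpha-KG for 80 min at room temperature; remaining NADPH was read by diaphorase/resazurin fluorescence.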
Pin1 inhibitor – inhibitors of human Pin1. Potency, µM (series often up to 115 µM), without a hit: at the top dose activity, negative = inhibition, actives largely listed as inhibitors. Q13526. Pin1 FP peptide displacement, HiFluor488, 10 min. 390,000 tested, 0.009% active; active = well fitted inhibition curve with a large enough effect in the polarisation, with a control signal flat, not every such curve was filed as active; inconclusive = small, poorly fitted or top-dose-only effect, or effect the other way, or a change in a side signal; inactive = no such curve, though single readings can be large or run the other way; the % refers to the polarisation; note: potency is the fitted concentration of half-maximal effect; % is set by controls: 0 for no effect and ±100 for the full control effect
Target sequence (Q13526 whole entry, looked up): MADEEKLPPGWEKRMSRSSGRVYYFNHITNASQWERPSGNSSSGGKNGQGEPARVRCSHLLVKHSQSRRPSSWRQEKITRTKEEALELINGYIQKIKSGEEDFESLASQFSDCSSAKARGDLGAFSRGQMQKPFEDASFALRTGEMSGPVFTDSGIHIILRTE
D2 ag – agonists of human D2 dopamine receptor; activation, % at 2 µM; P14416; 340,000 tested, 0.53% active; HEK293 T-REx D2 cells, calcium flux agonist mode;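 active = activation over 3 SD above normal in the single-dose calcium agonist read, cut at about 30% in these data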; note: 0% is about no effect
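Calcium-flux readout, 1 cycle/sec over 180 s following compound pin transfer, in inducible HEK293 Trex D2 cells (force-coupled); dopamine controls included. Positive calcium responses during this window marked compounds as potential agonists.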
TrxR1 substrate – substrates of rat thioredoxin reductase 1. O89049. purified TrxR1 substrate turnover, NADPH consumption readout. Potency, µM (titrated, usually from 114 µM), for the others: at the highest dose activity change, negative = substrate turnover. 390,000 tested, 0.01% active; note: potency is the fitted concentration of half-maximal effect; % is set by controls: 0 for no effect and ±100 for the full control effect; nearly all actives have a fitted effect of over 50% in size
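Rat TrxR1, dispensed at 90 nM, was prereduced with 400 uM NADPH (final) for 5 min at ~22 deg C, then incubated with compound 15 min before 400 uM selenite. A first-read NADPH fluorescence drop versus no-compound background flagged substrates.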
USP1 inh – USP1/UAF1 (human) deubiquitinase inhibition; 390,000 tested, 0.23% active; AID 743255; Potency, µM (top dose mostly 57.1 µM), for inactives: top-dose activity change, negative = inhibition, usual class: inhibitors; O94782; recombinant USP1/UAF1, Ub-Rhodamine cleavage fluorescence; note: potency is the fitted concentration of half-maximal effect; % is set by controls: 0 for no effect and ±100 for the full control effect; nearly all actives have a fitted effect of over 60% in size; inactives centre near -12
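1 nM enzyme complex + cpd, 15 min RT; start with Ub-Rho 150nM final; kinetic fluorescence ex 480/em 540, 6 reads q60 s. Buffer 50mM HEPES pH 7.8, 0.5mM EDTA, 0.1 mg/ml BSA, 1mM TCEP, 0.01% Tween-20.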
TRHR PAM – allosterically enhances the human TRH receptor; P34981; AID 493056; enhancement, % at 2 µM; TRHR cells, fluo-8 calcium fluorescence, EC20 TRH enhancement; 360,000 tested, 0.66% active; in the data active = enhancement above about 30%; note: 0% is about no effect
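Enhancer read-out: after compound pinning and an initial kinetic agonist-mode read, an EC20 of TRH (10 nM final) was injected and fluo-8 calcium signal (Ex 480/Em 530) followed at 1 s/cycle for 100 cycles in TRHR-expressing cells.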
Starred values were filed as active, the others as inactive; ? = inconclusive; · = no result given; & = joins results of further samples; [ ] = another dose, or the depositor's remark. Unless noted, calls come from the whole dose curve; as a rule, active = well fitted inhibition curve with a large enough effect; inconclusive = small, poorly fitted or top-dose-only effect; inactive = no such curve, though single readings can be large or run the other way.

SMILES	TRHR agonist	TrxR1 inh	D2 antag	IDH1 R132H inh	Pin1 inhibitor	D2 ag	TrxR1 substrate	USP1 inh	TRHR PAM
Cc1ccsc1C1C(C#N)=C(N)OC2=C1C(=O)CCC2 (stereo not given)	-1.9	2%	-18	19%	-6%	-2.4	4%	-19%	12
COCCCn1c(C)nnc1SCC(=O)Nc1cccc(C)c1	0.4	-14%	-5	0%	-9%	0.1	-13%	-14%	-3
N#Cc1cnn2c(-c3ccc(Cl)cc3Cl)ccnc12	0.7	10%	-1	8%	-8%	1.1	46%[activator]	-20%	0
CCOC(=O)C1=C(C)OC(N)=C(C#N)C1c1cc(F)ccc1F (stereo not given)	-0.3	-6%	-6	-1%	3%	-2.6	3%	-10%	-2
CCCOc1c(OC)cccc1C1CC(=O)Nc2cc3c(cc21)OCO3 (stereo not given)	-0.4	-15%[57.1 µM]	·	-2%	-2%	·	-4%[57.1 µM]	1%	-5
CCN(CC)C(=O)[C@H]1CC(CC(=O)NCCCN(C)C)C(=O)N2CCc3c([nH]c4ccccc34)[C@]12C (stereo not given in full)	·	8%	·	0%	-8%	·	-2%	?	·
Cc1[nH]c2ccccc2c1C(=O)CN1CCN(C2CCCCC2)CC1	1.1	·	58*	·	·	-0.5	·	·	-2
COc1ccc(N2C(=O)C(Cc3ccccc3)NC2=S)cc1 (stereo not given)	-0.1	24%[57.1 µM]	-25	5%	-3%	2.0	-7%[57.1 µM]	-8%	12
Cc1nc2ccccn2c1C(=O)N/N=C/c1ccccc1[N+](=O)[O-]	0.1	6%[57.1 µM]	-11	5%	1%	-0.8	6%[57.1 µM]	-5%	1
O=C(COc1ncnc2sccc12)Nc1cccc(S(=O)(=O)N2CCCC2)c1	0.9	19%	-1	9%	4%	-0.1	-2%	-3%	2
Cc1ccc2nc(SCC(=O)c3ccc4c(c3)NC(=O)CO4)[nH]c2c1	-0.2	14%[57.1 µM]	0	0%	31%[activator]	9.0	-6%	-10%	-8
CCC(CC)C(=O)N1c2ccccc2C(C)(c2ccccc2)CC1(C)C (stereo not given)	-0.5	9%	·	11%	-5%	·	7%	-4%	3
Cc1ccccc1N(C(=O)CCC(=O)Nc1ccccn1)C(C(=O)NC(C)C)c1ccc(F)cc1 (stereo not given)	0.5	15%[57.1 µM]	-4	-3%	9%	-0.4	1%[57.1 µM]	-9%	-7
CCc1ccc(OCC(=O)NC(NC(=S)Nc2ccccc2OC)C(Cl)(Cl)Cl)cc1 (stereo not given)	0.4	6%	-11	5%	?	1.1	-6%[11.4 µM]	-28%	2
Cc1ccc(C)c(C(=O)CSc2n[nH]c(C(C)C)n2)c1	-0.8	-10%	-2	0%	7%	-1.5	-3%	-6%	0
C/C(=N\S(=O)(=O)c1ccc(C)cc1)NC(=S)Nc1ccccc1	-0.9	?	9	-4%	2%	3.1	3%	-4%	18
Cc1cc(C)nc(N/N=C/c2ccc([N+](=O)[O-])o2)n1	-0.2	?	5	14%	4%	-3.4	-9%	-17%	2
CCOc1ccc(N2CC(C(=O)Nc3cccc(S(=O)(=O)N4CCCC4)c3)CC2=O)cc1 (stereo not given)	-0.3	-1%[57.1 µM]	-7	-12%	4%	0.1	-2%[57.1 µM]	-6%	5
Cc1cccc(-n2c3nc(=O)[nH]c(=O)c-3cc3cc([N+](=O)[O-])ccc32)c1	1.6	?	2	0%	-4%	5.1	-12%	?	3
COC(=O)c1cc(OC)c(OCc2cc(C(=O)OC)oc2C)c(OC)c1	-0.6	-2%	1	11%	0%	-0.5	-3%	-20%	6
O=C(N/N=C/c1cccc(OC(=O)c2cccc(Br)c2)c1)c1cccnc1	0.1	-7%	-12	0%	21%	-0.2	-2%	-22%	1
COc1ccc(CN(CC(=O)NCC2CCCO2)C(=O)CCC(=O)Nc2cc(C)on2)cc1 (stereo not given)	-0.1	12%	-15	4%	-6%	-0.5	-1%	5%	0
CNC(=O)CSc1nnc(-c2ccco2)n1-c1cc(C)ccc1C	0.0	8%	-7	5%	1%	6.0	0%	-18%	3
CCc1n[nH]c(=O)n1Cn1c(CC)n[nH]c1=O	0.6	15%	6	-1%	5%	-0.2	9%	-19%	10
CCCCc1nc2cc(C(=O)NC3CCOC(C)(C)C3)ccc2o1 (stereo not given)	0.1	3%	2	-12%	-9%	-0.2	-9%	-8%	6
CC1(C)CC(=O)C=C(NCc2cccc(C(F)(F)F)c2)C1	0.2	8%[57.1 µM]	19	-1%	1%	1.4	2%[57.1 µM]	-20%	7
CCC(=O)N1CCc2cc(S(=O)(=O)N3CCN(C(=O)c4ccco4)CC3)ccc21	-0.4	-2%	-9	2%	-6%	-0.5	13%[57.1 µM]	0%	-1
c1ccc(-c2cc(CSc3nc4ccccc4[nH]3)on2)cc1	-0.3	19%[57.1 µM]	·	8%	0%	·	1%[57.1 µM]	-20%	-1
O=C1CCc2cc(S(=O)(=O)NCCCC(=O)N3CCN(Cc4ccc5c(c4)OCO5)CC3)ccc2N1	0.0	10%	18	4%	3%	6.5	2%	-3%	3
COc1cccc(NC(=O)N2CCN(c3nc(-c4cccc(OC)c4)cs3)CC2)c1	-0.4	28%	-14	7%	33%[activator]	0.7	3%	-16%	8
COc1ccc(OC)c(-n2c(-c3cnccn3)n[nH]c2=S)c1	0.4	4%	0	2%	13%	1.6	1%	-6%	5
CCOC(=O)c1cn(CC(=O)Nc2ccc3c(c2)OCCO3)nn1	-0.1	5%	0	11%	-1%	0.5	2%	-22%	-1
O=C(c1ccco1)N1N=C(c2ccc(Br)cc2)CC1c1ccco1 (stereo not given)	0.5	10%	2	-7%	?	1.0	2%	-29%	-1
O=C(NCCc1ccc(Cl)cc1)c1ncn[nH]1	-0.2	-3%	7	0%	-6%	-0.1	-2%	-2%	-1
CC1=CC2=NC(=O)CC(C)(C(=O)N(CC(=O)NC3CCCC3)Cc3ccccc3)N2C=C1 (stereo not given)	-0.2	-13%	6	0%	3%	1.3	40%[activator][57.1 µM]	-12%	-2
Cc1ccc2cc(C#N)c(NCCNC(=S)NCCCN(C)C)nc2c1C	1.7	39%[0.0914 µM]	30	-1%	3%	1.0	13%[57.1 µM]	-2%	1
COc1ccc(C(=O)N2CCN(Cc3cc(OC)c(O)c(OC)c3)CC2)cc1OC	-0.9	25µM*	·	3%	-3%	·	12%	13%	-3
COc1ccc(NC(=O)C(c2cc3c(cc2[N+](=O)[O-])OCO3)N(C)c2ccccc2)cc1 (stereo not given)	-1.0	18%[57.1 µM]	-7	3%	-3%	-0.4	9%[57.1 µM]	-6%	2
N/C(=N\OC(=O)CCCOc1ccccc1)c1ccccn1	-0.7	-13%	0	-5%	4%	-0.1	-10%	-10%	-7
O=c1cc(-c2ccccc2)nc(N2CCN(Cc3ccc4c(c3)OCO4)CC2)[nH]1	0.2	8%[57.1 µM]	2	3%	3%	-0.1	-5%[57.1 µM]	-19%	-3

With a hit mark in TrxR1 inh (from the list above):
molecule | TRHR agonist | TrxR1 inh | D2 antag | IDH1 R132H inh | Pin1 inhibitor | TrxR1 substrate | USP1 inh | TRHR PAM
COc1ccc(C(=O)N2CCN(Cc3cc(OC)c(O)c(OC)c3)CC2)cc1OC | -0.9 | 25µM* | · | 3% | -3% | 12% | 13% | -3

Later entries
SMILES	TRHR agonist	TrxR1 inh	D2 antag	IDH1 R132H inh	Pin1 inhibitor	D2 ag	TrxR1 substrate	USP1 inh	TRHR PAM
COC(=O)/C=C/C(=O)N1CCN(c2cccc(Cl)c2)CC1	-0.7	·	-3	·	·	-0.8	·	·	-2
Cc1cc(C)c(NC(=O)CN(C)C(=O)C2CC(=O)N(c3cccc4ccccc34)C2)c(C)c1 (stereo not given)	-0.2	11%	18	-11%	9%	0.6	1%	-6%	-5
C/C(=N\NC(=O)c1c(Br)c(C)nn1C)c1cccc(NC(=O)c2ccccc2C)c1	-0.2	-9%	2	3%	5%	0.1	-3%	-4%	11
CC(=O)c1cc(-c2ccc(F)cc2)n(CCC(=O)NCc2ccc(C)cc2)c1C	-0.7	27%[57.1 µM]	·	-20%	-9%	0.0	-2%[57.1 µM]	2%	-1
CCOc1cc(C(=S)N2CCN(C)CC2)ccc1OCC(=O)N1CCCC1	·	13%	·	-3%	-15%	·	6%	-18%	·
CCOC(=O)c1ccc(Cn2cnc3ccccc3c2=O)cc1	-0.1	13%[57.1 µM]	-12	8%	-10%	1.8	7%	-18%	4
CSCCC(NC(=O)COc1ccccc1)C(=O)N(C)Cc1ccc(F)cc1 (stereo not given)	0.5	25%	3	0%	-5%	0.0	8%	-17%	-11
COc1ccc(CN2C(=NC(=O)c3ccccc3)SC3CS(=O)(=O)CC32)cc1OC (stereo not given)	-0.7	12%	13	6%	0%	0.0	4%	-4%	4
O=C(COC(=O)C1COc2ccccc2O1)NC1CCCCC1 (stereo not given)	·	7%[57.1 µM]	·	14%	-5%	·	10%[57.1 µM]	-11%	·
CCOC(=O)c1c(NC(=O)CSc2cn(CCNC(=O)c3ccc(OC)cc3)c3ccccc23)sc2c1CCCC2	2.1	0%	·	-17%	?	-0.9	-1%	-9%	1
CCCCN(CC)C(=O)CCNS(=O)(=O)c1ccc2c(c1)c(=O)n(C)c(=O)n2C	-1.0	7%	·	9%	-4%	-0.7	2%	?	0
Cn1c(C(C#N)C(=O)c2sc3ccccc3c2Cl)nc2ccccc21 (stereo not given)	0.2	6%	2	5%	32%[activator]	1.1	-9%	-11%	-6
COc1cccc(Cc2nc3ccccc3nc2SCC(=O)NCCc2ccccc2)c1	1.0	33%[57.1 µM]	·	3%	-2%	1.4	5%[57.1 µM]	?	-3
CCCCN(C)CCNC(=O)C1CCCN(S(=O)(=O)c2cccc3nsnc23)C1 (stereo not given)	0.1&-0.7	13%&-7%	3	-8%&5%	-3%&-17%	-0.8&0.4	4%&-9%	-18%&-1%	-1&-4
CCCCc1c(C)c(C#N)c2nc3ccccc3n2c1NCCN(C)C	0.8	27%	-2	0%	2%	-0.9	11%	-25%	-8
CC(C)N=C(NC#N)SCc1ccc(Br)cc1	-0.7	3%	-1	9%	5%	-0.8	-2%	-1%	3

Compound activity from PubChem BioAssay.

Only part of the results is shown. The share of hits here may be higher or lower than overall.
